mIAP inh = inhibitors of mouse IAP, primary screen, biochemical, luminescence, uHTS | AID 2806, 2010 | inhibition, % at 10 µM | purified mouse IAP, CDP-Star luminescence, 30 min | intestinal alkaline phosphatase [Mus musculus] | 330,000 tested, 0.2% active;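 active = inhibition of at least 40% at 10 µM in the primary screen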;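 also: plate controls were DMSO with enzyme for no effect and no enzyme wells for full effect; values of inactives mirror those of a sister screen read the other way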
hIAP act = human IAP activators, primary screen, biochemical, luminescence, uHTS | purified human IAP, CDP-Star luminescence, 30 min; stronger effect = higher value; 1 = vehicle-only enzyme, 0 = enzyme-free background | AID 2524, 2010 | 330,000 tested, 0.16% active | activation factor at 10 µM | Intestinal-type alkaline phosphatase (Homo sapiens), P09923;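 active = activation factor of the enzyme at least 2-fold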; also: the source names both 10 and 20 µM as test concentration; values of inactives mirror those of a sister screen read the other way
Target sequence (P09923 whole entry, looked up): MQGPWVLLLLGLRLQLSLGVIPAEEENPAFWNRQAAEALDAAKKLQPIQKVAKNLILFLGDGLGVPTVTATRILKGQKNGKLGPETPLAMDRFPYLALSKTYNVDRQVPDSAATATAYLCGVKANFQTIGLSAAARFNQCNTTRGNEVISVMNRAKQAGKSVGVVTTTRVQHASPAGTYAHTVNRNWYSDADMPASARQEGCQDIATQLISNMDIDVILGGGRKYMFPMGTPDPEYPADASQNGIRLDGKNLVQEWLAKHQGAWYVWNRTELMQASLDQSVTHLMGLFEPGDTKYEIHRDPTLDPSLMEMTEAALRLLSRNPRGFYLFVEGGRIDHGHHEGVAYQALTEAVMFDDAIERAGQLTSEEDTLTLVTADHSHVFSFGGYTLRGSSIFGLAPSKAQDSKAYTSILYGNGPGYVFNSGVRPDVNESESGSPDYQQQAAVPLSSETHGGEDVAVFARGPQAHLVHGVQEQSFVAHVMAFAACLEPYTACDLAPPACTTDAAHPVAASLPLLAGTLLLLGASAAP
beta cell repl = inducers of MIN6 beta-cell proliferation, primary screen, ATP luminescence, uHTS. MIN6 cells proliferation, ATPlite luminescence, 48 h; cells starved in 0.2% serum; 100% = growth in 10% serum. proliferation, % at 10 µM. 330,000 tested, 0.29% active. AID 2380, 2010;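 active = compounds whose signal lies at least 3.5 SD above the mean of all wells on their plate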;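 also: 0% = DMSO-treated cells in low-serum medium and 100% = 10% serum control; some compounds called inactive have numbers as strong as hits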
A3A deaminase = APOBEC3A ssDNA deaminase inhibitors, primary screen, selectivity assay for APOBEC3G inhibitor project, biochemical, FAM/TAMRA oligo cleavage fluorescence. DNA dC->dU-editing enzyme APOBEC-3A (Homo sapiens), P31941. recombinant A3A, FAM/TAMRA ssDNA deamination fluorescence. inhibition, % at 20 µM. 330,000 tested, 0.41% active. AID 493011, 2011;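 active = at least 40% inhibition at 20 µM here, with at most 30% in a related deaminase screen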;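 also: plate controls were A3A with DMSO for no effect and wells lacking A3A enzyme for full effect; some results filed as inactive read as strong as hits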
Target sequence (P31941 whole entry, looked up): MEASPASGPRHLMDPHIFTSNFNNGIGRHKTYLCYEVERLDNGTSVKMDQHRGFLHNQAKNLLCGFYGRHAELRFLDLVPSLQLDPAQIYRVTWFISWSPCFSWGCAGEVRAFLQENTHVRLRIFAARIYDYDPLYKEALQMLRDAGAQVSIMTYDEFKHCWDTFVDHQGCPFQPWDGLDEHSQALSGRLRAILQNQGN
SENP1 inh = human SENP1 catalytic domain inhibitors, primary screen, biochemical, FRET, uHTS; Sentrin-specific protease 1 (Homo sapiens), Q9P0U3; recombinant SENP1 catalytic domain, CyPet-SUMO1-YPet FRET cleavage; inhibition, % at 10 µM; 360,000 tested, 0.21% active; AID 624204, 2012;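 active = inhibition at least 30% at 10 µM, raw YFP signal under a set limit, fluorescence ratio 0.5 to 1.5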;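 also: 0% = enzyme with DMSO and 100% = no enzyme wells; some results filed as inactive read as strong as hits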
Target sequence (Q9P0U3 419-644 limits assumed): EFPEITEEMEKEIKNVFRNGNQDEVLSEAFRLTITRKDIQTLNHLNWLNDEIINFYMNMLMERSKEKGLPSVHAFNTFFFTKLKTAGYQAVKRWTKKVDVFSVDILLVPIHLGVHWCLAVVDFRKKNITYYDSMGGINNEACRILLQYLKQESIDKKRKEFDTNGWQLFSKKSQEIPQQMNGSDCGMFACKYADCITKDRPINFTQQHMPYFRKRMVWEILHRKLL
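Controls: no-enzyme wells low, DMSO-plus-enzyme wells high control. Test system: human recombinant His6-tagged SENP1 catalytic domain enzyme. Reagent: SFCypet-SUMO1-SFYpet FRET protein substrate, 25 nM final. Doses: one dose per compound, 10 µM, 0.5% DMSO. Detection: FRET, CFP and YFP emission. Timing: 50 min reaction at room temperature.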
mIAP activ = activators of mouse IAP, primary screen, biochemical, luminescence, uHTS; muIAP, CDP-Star luminescence, 30 min; stronger effect = higher value; 1 = vehicle-only enzyme signal, 0 = enzyme-free wells; activation factor at 10 µM; intestinal alkaline phosphatase [Mus musculus]; 330,000 tested, 0.24% active;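 active = activation factor of at least 2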; also: the source names both 10 and 20 µM as test concentration; values of inactives mirror those of a sister screen read the other way
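System: Mouse IAP enzyme | Also added: CDP-Star substrate | Dosing: Compounds dispensed in DMSO | Schedule: 30 min enzyme-substrate-compound incubation at room temperature | Technique: Chemiluminescence readout | Control set: DMSO-only wells and no-enzyme negative control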
hIAP inh = human IAP inhibitors, primary screen, biochemical, luminescence, uHTS | Intestinal-type alkaline phosphatase (Homo sapiens), P09923 | purified IAP, CDP-Star luminescence, 30 min | inhibition, % at 10 µM | 330,000 tested, 0.12% active;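 active = inhibition reaching a set limit with compound at 10 µM in the primary screen, cut at about 35% in these data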;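 also: plate controls were DMSO wells with enzyme for no effect and no-enzyme buffer wells for full effect; values of inactives mirror those of a sister screen read the other way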
APOBEC3G inh = APOBEC3G DNA deaminase inhibitors, primary screen, biochemical, fluorescence, single-stranded DNA substrate, uHTS | inhibition, % at 20 µM | AID 493012, 2011 | recombinant A3G, ssDNA deamination FAM/TAMRA fluorescence | DNA dC->dU-editing enzyme APOBEC-3G (Homo sapiens), Q9HC16 | 330,000 tested, 0.28% active;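 active = inhibition of at least 40% at 20 µM, with no more than 30% in the related APOBEC3A deaminase screen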;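 also: plate controls were DMSO wells with A3G for no effect and wells lacking A3G enzyme for full effect; some compounds called inactive have numbers as strong as hits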
NLRP3 yeast inh = NALP3 inflammasome inhibitors in reconstituted yeast, primary screen, luminescence, uHTS; Yeast reconstituted NLRP3/ASC/caspase-1, beta-gal luminescence, 24 h; 330,000 tested, 0.39% active; inhibition, % at 10 µM;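 active = inhibition of 50% or more; inactive = inhibition below 50%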;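 also: plate controls were induced DMSO wells for no effect and uninduced yeast grown without galactose for full effect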
* marks the source's active call; other numbers are inactive results. This is a subset; the hit share may differ from the screen's.

1. O=C1/C(=C/c2ccc(O)c(O)c2)Oc2cc(O)ccc21
2. CC(C)NC(=O)Cn1cc(S(=O)(=O)N2CCCC2)c(S(=O)(=O)N2CCCC2)c1
3. Cc1nnc(SCCn2c(N3CCN(C)CC3)nc3c2c(=O)n(C)c(=O)n3C)s1
4. CC1CCN(C(=O)CSC2=NS(=O)(=O)c3cc(F)ccc3N2)CC1
5. O=C(Cn1cnc2c(oc3ccccc32)c1=O)NCc1ccco1
6. CC(=O)N1CCOc2cc(S(=O)(=O)NC(C)c3ccccc3)c(Cl)cc21 (configuration not stated)
7. CC(=O)NC(Cc1ccc(F)c(F)c1)C(=O)NC1CCN(C(=O)c2ccc(Cl)cc2)CC1 (configuration not stated)
8. CC(OC(=O)c1cccc(-n2cnnn2)c1)C(=O)N(C)c1ccccc1 (configuration not stated)

assay / entry	1	2	3	4	5	6	7	8
mIAP inh	59*	-5	9	8	12	-11	-4	-1
hIAP act	0.035	1.1	1	0.95	0.88	1	1.1	1
beta cell repl	-1	1	0	-1	-1	-3	-2	4
A3A deaminase	1	-7	0	4	-1	-2	1	0
SENP1 inh	-20	2	6	-6	1	0	0	1
mIAP activ	0.41	1	0.91	0.92	0.88	1.1	1	1
hIAP inh	96*	-8	-2	5	12	0	-7	-2
APOBEC3G inh	6	-6	-2	4	-1	-11	7	-3
NLRP3 yeast inh	14	-4	4	13	4	-10	2	12

Next part; the last two above are carried over.
7. CC(=O)NC(Cc1ccc(F)c(F)c1)C(=O)NC1CCN(C(=O)c2ccc(Cl)cc2)CC1 (configuration not stated)
8. CC(OC(=O)c1cccc(-n2cnnn2)c1)C(=O)N(C)c1ccccc1 (configuration not stated)
9. CCOC(=O)Cn1c(=NC(=O)c2cc(-c3cccs3)nc3ccccc23)sc2cc(S(N)(=O)=O)ccc21
10. Cc1ccc2cc(C3CC(c4ccco4)=NN3C(=O)CCCC(=O)O)c(Cl)nc2c1 (configuration not stated)
11. CC1CCCCC12NC(=O)N(CC(=O)c1ccc[nH]1)C2=O (configuration not stated)
12. Cc1ccccc1Cc1c(C)nc2c(C(=O)N3CCN(Cc4ccc5c(c4)OCO5)CC3)cnn2c1C
13. O=C(/C=C/c1ccccc1)NC(=S)N1CCSCC1
14. O=c1[nH]c(Cc2ccc(F)cc2)nc2scc(-c3ccc(F)cc3)c12
15. CCOC(=O)c1[nH]c2ccc(OC)cc2c1NC(=S)N1CCN(c2ccccc2)CC1
16. Cc1cccc(-c2nnc3n2N=C(c2ccccc2Br)CS3)c1

assay / entry	7	8	9	10	11	12	13	14	15	16
mIAP inh	-4	-1	4	-1	3	-1	1	11	8	0
hIAP act	1.1	1	0.93	1.1	1.1	0.95	1	0.95	0.99	0.93
beta cell repl	-2	4	-5	0	3	-4	-2	-1	2	7.3*
A3A deaminase	1	0	-1	0	4	1	1	-3	-5	5
SENP1 inh	0	1	-23	2	-12	-1	0	-18	1	1
mIAP activ	1	1	0.96	1	0.97	1	0.99	0.89	0.92	1
hIAP inh	-7	-2	7	-15	-13	5	0	5	1	8
APOBEC3G inh	7	-3	-6	-4	3	-1	-4	-6	-4	-4
NLRP3 yeast inh	2	12	-3	-18	12	11	-12	1	25	1

Of the compounds above, these have an NH in an aromatic ring:
11. CC1CCCCC12NC(=O)N(CC(=O)c1ccc[nH]1)C2=O (configuration not stated)
14. O=c1[nH]c(Cc2ccc(F)cc2)nc2scc(-c3ccc(F)cc3)c12
15. CCOC(=O)c1[nH]c2ccc(OC)cc2c1NC(=S)N1CCN(c2ccccc2)CC1

assay / entry	11	14	15
mIAP inh	3	11	8
hIAP act	1.1	0.95	0.99
beta cell repl	3	-1	2
A3A deaminase	4	-3	-5
SENP1 inh	-12	-18	1
mIAP activ	0.97	0.89	0.92
hIAP inh	-13	5	1
APOBEC3G inh	3	-6	-4
NLRP3 yeast inh	12	1	25

Remaining list, next part.
17. CCCC(=O)Nc1nc2ccc(S(=O)(=O)N3CCCCC3)cc2s1
18. Cc1ccc(OCCC(=O)OCC(=O)NC(=O)NCc2ccccc2)cc1
19. Cc1cc(NC(=O)COC(=O)c2ccco2)no1
20. NC(N)=NS(=O)(=O)c1ccc(N)cc1
21. Cc1nnc(SCC(=O)NCC2CCCCC2)n(N)c1=O
22. O=C(COC(=O)CN1C(=O)c2ccccc2C1=O)NC1CCCC1
23. COc1cccc(NC(=O)COC(=O)c2cc(S(=O)(=O)N3CCOCC3)ccc2C)c1
24. O=C1CC(NS(=O)(=O)c2ccc([N+](=O)[O-])cc2)CN1c1cccc(F)c1 (configuration not stated)

assay / entry	17	18	19	20	21	22	23	24
mIAP inh	-2	2	-11	-1	-1	5	8	6
hIAP act	0.81	1.1	1	1	0.94	1.1	1	1
beta cell repl	-1	-1	-3	-6	-4	-1	-3	1
A3A deaminase	-5	2	-10	-1	4	-3	-1	-4
SENP1 inh	-2	1	1	-1	-1	2	2	3
mIAP activ	1	0.98	1.1	1	1	0.95	0.92	0.94
hIAP inh	20	-8	-4	-2	6	-5	-2	-2
APOBEC3G inh	-10	-6	-5	-7	0	-7	-2	-11
NLRP3 yeast inh	13	10	1	21	11	12	0	30

25. CCCNC(=O)Nc1cccc(NC(C)=O)c1
26. Cc1ccc(S(=O)(=O)N2CCN(C(=O)CCn3cncn3)CC2)cc1
27. CCOc1c(Cl)cc(/C=N/O)cc1OC
28. O=C(OCCc1cc2ccccc2c(=O)o1)c1cccc(Br)c1
29. COc1ccccc1OCc1ccc(C(=O)NCC(C)C)o1
30. O=C(c1cc2c(s1)CCCC2)N1CCN(Cc2ccc3c(c2)OCO3)CC1
31. O=C(O)CCCC(=O)NNC(=O)c1cccc(Br)c1
32. Cc1cc(OCc2nn[nH]n2)c2c(-c3ccccc3)cc(=O)oc2c1

assay / entry	25	26	27	28	29	30	31	32
mIAP inh	-3	-5	4	8	15	-4	-1	11
hIAP act	0.97	0.64	0.86	0.97	0.87	0.99	1.1	1.1
beta cell repl	-1	-4	0	-2	0	-2	3	-1
A3A deaminase	3	-1	0	-3	-4	1	1	1
SENP1 inh	2	1	0	3	1	1	1	-4
mIAP activ	1	1.1	0.96	0.92	0.85	1	1	0.89
hIAP inh	3	36*	14	3	13	1	-7	-7
APOBEC3G inh	-1	6	-3	-13	-9	-10	-3	-2
NLRP3 yeast inh	-6	8	9	17	0	29	-6	-35

33. COc1cc(/C=N/NC(=O)CC(=O)NC2CCCCC2)ccc1O
34. Cc1ccc(NC(=O)CN2CCCCC2)c2c1CC(C)(C)O2
35. Cc1ccc(N/N=C(\C#N)C(=N)N2CCCCCC2)cc1
36. CCOC(=O)CCNC(=O)c1ccc2nc(C3CCCCC3)oc2c1
37. CCOC(=O)c1c(C)[nH]c(C(=O)C(C)OC(=O)c2ccc(NC(=O)CC#N)cc2)c1C (configuration not stated)
38. O=C(COc1ccc(-c2nnc(N3CCCCC3)c3ccccc23)cc1)N1CCCCC1
39. CC1CCN(S(=O)(=O)c2ccc(NC(=O)c3ccco3)cc2)CC1
40. COc1cccc(CN2CCN(Cc3c(C)nn(C(C)C)c3C)CC2CCO)c1 (configuration not stated)

assay / entry	33	34	35	36	37	38	39	40
mIAP inh	1	0	12	2	-6	1	5	-2
hIAP act	1	0.88	0.91	0.88	0.94	0.82	1.1	1
beta cell repl	1	-1	-3	-2	-6	-1	0	-1
A3A deaminase	-6	-1	1	3	0	-1	0	-5
SENP1 inh	0	2	-1	2	-8	-1	2	-1
mIAP activ	0.99	1	0.88	0.98	1.1	0.99	0.95	1
hIAP inh	-2	12	9	12	6	18	-14	-2
APOBEC3G inh	-9	-1	0	-4	-1	1	-5	3
NLRP3 yeast inh	1	-14	18	13	3	-9	26	-9

41. CC(C)(C)Sc1nc(O)cc(=O)[nH]1
42. O=C(Nc1nnc(Cc2ccccc2)s1)c1cccnc1
43. CCOC(=O)/C(C#N)=C/c1cc2ccccc2nc1Cl
44. COc1ccc(CN2CCNC(=O)C2CC(=O)NCCC2=CCCCC2)cc1OC (configuration not stated)
45. O=C(CCC1CCCC1)N1CCN(C2CCCC2)CC1
46. CCCCC(=O)Nc1c2c(nn1-c1ccc(C)cc1)CS(=O)(=O)C2
47. CC1CCc2c(sc(NC(=O)COC(=O)c3ccccc3NCc3ccco3)c2C#N)C1 (configuration not stated)
48. Cc1ccccc1-c1nc(CN2CCSCC2)c(C)o1

assay / entry	41	42	43	44	45	46	47	48
mIAP inh	8	2	-2	-8	-11	-3	2	-2
hIAP act	1	1.1	1	1	0.94	0.98	0.9	1
beta cell repl	-1	0	-1	-3	-2	-3	-2	1
A3A deaminase	-2	5	0	-2	-5	2	2	-3
SENP1 inh	0	1	1	-1	-1	-1	-18	-2
mIAP activ	0.92	0.98	1	1.1	1.1	1	0.98	1
hIAP inh	-4	-8	0	-3	6	2	10	-1
APOBEC3G inh	-8	2	-7	-5	-8	-4	-7	-8
NLRP3 yeast inh	2	5	7	6	18	3	8	18

49. COc1ccc(COC(=O)NNC(=O)c2ccc(OC)cc2)cc1
50. CSc1nncc(-c2ccc(F)cc2)n1
51. COC(=O)c1c(NC(=O)CN2CCC3(O)CCCCC3C2c2ccccc2OC)sc(C)c1C (configuration not stated)
52. CCCCOc1ccc(-c2nnn(C(C)(C)C(=O)OC)n2)cc1
53. Cc1[nH]nc2c1C(c1ccccc1F)NC2=O (configuration not stated)
54. COc1ccccc1N=C(C)C1=C(O)CC(c2ccccc2)CC1=O (configuration not stated)
55. COCc1nnc(NC(=O)c2ccc(S(=O)(=O)N(C)C3CCCCC3)cc2)o1
56. O=C(CNC(=O)c1ccncc1)N/N=C/c1cc(Br)ccc1OCc1ccccc1
57. S=c1nc(COc2ccccc2)[nH]c2ccccc12

assay / entry	49	50	51	52	53	54	55	56	57
mIAP inh	3	2	8	2	0	-3	6	10	9
hIAP act	0.86	1.1	0.93	0.83	0.9	1.1	1	0.99	0.96
beta cell repl	4	-1	0	-3	-4	-5	-2	-3	-3
A3A deaminase	4	1	5	-3	0	3	-5	0	-1
SENP1 inh	0	1	-3	1	4	-1	0	0	-29
mIAP activ	0.97	0.97	0.92	0.98	1	1	0.94	0.9	0.91
hIAP inh	14	-9	7	17	10	-13	-2	1	4
APOBEC3G inh	11	-4	-6	-4	-7	-9	-4	1	-1
NLRP3 yeast inh	12	12	-17	16	11	48	1	9	24

High-throughput results: PubChem, Sanford-Burnham Center for Chemical Genomics
